Screening results (PubChem)
p53ts 32C kill: cytotoxicity in p53ts cells at permissive temperature; H1299-p53A138V at 32C, ATP luminescence viability, 24 h; Potency, µM (series often up to 46.1 µM), inactives show at the highest dose activity change, negative = cytotoxicity, most hits filed as cytotoxic; 130,000 tested, 0.93% active;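 further: 0% = DMSO and -100% = full killing by reference compound; nearly all actives have a fitted effect of over 55% in size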
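ATP-content luminescence (ATPlite) read-out after 24 h compound exposure at 32C in H1299-p53A138V cells (600/well). Tested up to 46 uM. Normalized to DMSO (0%) and 100 uM tamoxifen (100% killing); Hill-fit AC50.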
Peg3 imprint: inducers of genomic imprint erasure in mouse ES cells; mouse ES Peg3-LacZ reporter, beta-gal luminescence, 40 h; Potency, µM (top dose mostly 60.7 µM), without a hit: at the top dose activity change, positive = activation, hits mostly activators; 110,000 tested, 0.02% active;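 further: 0% = negative control wells on the plate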
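Imprint erasure is scored as LacZ activity from the silenced maternal Peg3 allele in feeder-free female ES cells cultured 40 h with LIF. Luminescence is normalized to in-plate negative controls and fitted to the Hill equation.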
IkB signaling: suppresses IkB signaling in ABC-DLBCL reporter cells; ABC-DLBCL IkBa-CBG/CBR dual luciferase ratio, 4 h; response scale: scaled: untreated 0%, proteasome inhibitor 100%; Potency, µM (doses to about 57.1 µM), for inactives: at the highest dose IkBa stabilization activation; 110,000 tested, 0.04% active; active means well fitted curve in the direction sought with a large enough effect in the signal ratio, not every such curve was filed as active; inconclusive means small, poorly fitted or top-dose-only effect, or a change in a side signal; the % refers to the signal ratio;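 further: the direction sought is a rising ratio; 0% = basal untreated cells and 100% = reference inhibitor full response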
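Luminescence ratio of IκBα-fused green versus native red beetle luciferase in OCI-Ly3 cells, 4 h post-doxycycline with compound; red signal alone, scaled from basal (0%) to zero light (-100%), flagged nonspecific or cytotoxic effects.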
p53ts 39C tox: p53ts cell cytotoxicity, nonpermissive temperature | Potency, µM (top dose mostly 46.1 µM), inactives show at the highest dose activity change, negative = cell killing, usual class: cytotoxic | 130,000 tested, 1.5% active | H1299-p53A138V viability at 39C, ATP luminescence, 24 h; further: nearly all actives have a fitted effect of over 55% in size
The depositor's hits bear a star; & = joins results of further samples; [ ] = remark or other dose. Unless noted, the call rests on the fitted dose curve; in most records, active means well fitted curve in the direction sought with a large enough effect; inconclusive means small, poorly fitted or top-dose-only effect, or another doubt; inactive means no such curve, though single readings can be large; an effect the other way counts as inactive or inconclusive. Unless noted, on the % scale 0 is the no-effect control and ±100 the full control effect; potency means the concentration at half of the fitted maximal effect.

Results for COC(=O)C(O)(CC(=O)Nc1ccccc1OC)C(F)(F)F (stereo unspecified) ?
p53ts 32C kill: -3.6%; p53ts 39C tox: -10.7%

Results for CN(C)CCN(C(=O)c1cccc(Cl)c1)c1nc2c(Cl)cccc2s1 ?
p53ts 32C kill: -29.8%; p53ts 39C tox: 3.2%

Results for O=S(=O)(c1cccc(-c2csc(-c3cccnc3)n2)c1)N1CCCCC1 ?
p53ts 32C kill: -11.0%; Peg3 imprint: -10.5%; IkB signaling: inconclusive; p53ts 39C tox: 12.5%

Results for CN(Cc1ccco1)c1ncncc1-c1ccoc1 ?
p53ts 32C kill: 13.8%; Peg3 imprint: -4.3%; IkB signaling: 2.2%[11.4 µM]; p53ts 39C tox: -6.0%

What do the screens show for `CCOc1ccc2cc(S(=O)(=O)N3CCOCC3)ccc2c1`?
p53ts 32C kill: -0.8%; Peg3 imprint: 6.3%; IkB signaling: -1.0%; p53ts 39C tox: -10.2%

What do the screens show for `CCn1nnc(-c2ccccc2NC(=O)c2cc(OC)c(OC)c(OC)c2)n1`?
p53ts 32C kill: -7.2%; IkB signaling: -3.0%; p53ts 39C tox: -5.6%

Results for COc1ccc(OC)c(C2C(C(C)=O)=C(O)C(=O)N2c2ccc(F)cc2)c1 (stereo unspecified) ?
p53ts 32C kill: -9.5%; Peg3 imprint: -5.8%; IkB signaling: 2.4%; p53ts 39C tox: 10.3%

What do the screens show for `O=C(COC(=O)c1cnccn1)c1ccc(Br)cc1`?
p53ts 32C kill: -4.7%; Peg3 imprint: -2.0%; IkB signaling: 3.3%; p53ts 39C tox: -6.3%

How did Cc1ccc(C(=O)NCCCN2CCOCC2)o1 do in these assays?
p53ts 32C kill: -3.4%; p53ts 39C tox: 2.5%

Results for CN1CCCN(C)C1c1cc([N+](=O)[O-])ccc1O ?
p53ts 32C kill: 11.1%[9.22 µM]; Peg3 imprint: -8.5%[10.9 µM]; IkB signaling: 0.6%[11.4 µM]; p53ts 39C tox: 20.8%[9.22 µM]

What do the screens show for `Cc1ccccc1NC(=O)Cn1c(=O)n(Cc2ccco2)c(=O)c2cccnc21`?
p53ts 32C kill: 7.2%; Peg3 imprint: -4.4%[10.9 µM]; IkB signaling: 1.3%; p53ts 39C tox: -10.1%

How did CCOC(=O)C1C2C=CC3(CN(Cc4ccco4)C(=O)C13)O2 (stereo unspecified) do in these assays?
p53ts 32C kill: 7.7%; Peg3 imprint: 0.3%; IkB signaling: 0.1%; p53ts 39C tox: 6.2%

How did COc1ccc(NC(=O)CC2C(=O)N(c3ccc(F)cc3)C(=O)N2CCc2sccc2C)cc1 (stereo unspecified) do in these assays?
p53ts 32C kill: -6.7%; Peg3 imprint: -2.8%[10.9 µM]; IkB signaling: inconclusive; p53ts 39C tox: -17.9%

How did CC(=O)c1c(C)[nH]c(C(=O)Nc2c(C)n(C)n(-c3ccccc3)c2=O)c1C do in these assays?
p53ts 32C kill: 6.0%; Peg3 imprint: -7.2%; IkB signaling: 0.9%; p53ts 39C tox: -1.8%

Results for CCN(CC)S(=O)(=O)c1ccc(C(=O)NCCCN=C2NS(=O)(=O)c3ccccc32)cc1 ?
p53ts 32C kill: -2.2%; p53ts 39C tox: -3.7%

Results for COC(=O)NC1CSCC1OC(=O)c1ccc(Br)cc1 (stereo unspecified) ?
p53ts 32C kill: 4.3%; Peg3 imprint: -0.8%; IkB signaling: 1.2%; p53ts 39C tox: -3.4%

Results for CC(O)(C#CCN1CCCC1)c1ccccc1 (stereo unspecified) ?
p53ts 32C kill: 0.7%; Peg3 imprint: -7.8%; IkB signaling: 0.6%; p53ts 39C tox: 2.5%

How did CCCCN(Cc1ccccc1)S(=O)(=O)c1cc(Br)cc2c1N(C(C)=O)CC2 do in these assays?
p53ts 32C kill: 1.8%; Peg3 imprint: -12.6%[10.9 µM]; IkB signaling: 6.5%; p53ts 39C tox: -2.7%

How did Cc1cccc(C)c1OCC(=O)Nc1c(C(=O)c2ccc(Br)cc2)oc2ccccc12 do in these assays?
p53ts 32C kill: -1.8%; Peg3 imprint: 5.6%[10.9 µM]; IkB signaling: 5.5%; p53ts 39C tox: 2.6%

How did Cc1cnc(CNc2ncnc3ccc(-c4ccc(N(C)C)cc4)cc23)cn1 do in these assays?
p53ts 32C kill: 1.8%; Peg3 imprint: -16.0%; IkB signaling: 5.1%[11.4 µM]; p53ts 39C tox: 16.0%

What do the screens show for `Cc1ccc2[nH]c(C)c(CN(C)C3CCN(C)CC3)c(=O)c2c1`?
p53ts 32C kill: -13.0%; Peg3 imprint: -3.8%; IkB signaling: -4.2%; p53ts 39C tox: -8.2%

Results for COC(=O)C1=C(C(=O)c2ccccc2)C(c2cccs2)n2nnnc2N1 (stereo unspecified) ?
p53ts 32C kill: 12.7%; Peg3 imprint: -7.9%; IkB signaling: 0.6%; p53ts 39C tox: 15.5%

Results for COc1cccc([C@H]2Oc3ccc(OC)cc3/C(=N\O[C@@H](C)c3cn([C@H](CO)Cc4ccccc4)nn3)[C@@H]2O)c1 ?
p53ts 32C kill: 2.3%&-0.7%[9.22 µM]; p53ts 39C tox: 0.8%&-1.1%[9.22 µM]

How did O=C(Nc1ccc2c(c1)OCCO2)c1ccc(Cl)c(S(=O)(=O)N2CCOCC2)c1 do in these assays?
p53ts 32C kill: -5.7%; Peg3 imprint: -2.9%; IkB signaling: 5.5%; p53ts 39C tox: -11.1%

How did CCOc1ccccc1CNC(=O)CCC(=O)N1CCSc2ccccc21 do in these assays?
p53ts 32C kill: -3.5%; Peg3 imprint: -16.9%[10.9 µM]; IkB signaling: inconclusive; p53ts 39C tox: 3.5%

Results for Cc1ccccc1NC(=O)NCc1ccco1 ?
p53ts 32C kill: -1.5%; Peg3 imprint: -5.2%; IkB signaling: 1.2%; p53ts 39C tox: 0.9%

What do the screens show for `O=C(Nc1cccc(Cl)c1)N1CCN(C/C=C/c2ccccc2)CC1`?
p53ts 32C kill: 13.4%; Peg3 imprint: -20.2%; IkB signaling: -0.3%; p53ts 39C tox: -9.7%

Results for Cc1cc(C)cc(NC(=O)C(=O)NCC(c2ccc3c(c2)OCO3)N2CCN(C)CC2)c1 (stereo unspecified) ?
p53ts 32C kill: 13.2%; Peg3 imprint: -13.5%[10.9 µM]; IkB signaling: 1.4%; p53ts 39C tox: -28.8%

How did CCOC(=O)c1sc(/N=C/Nc2nc(C)c(C(=O)OCC)s2)nc1C do in these assays?
p53ts 32C kill: -3.0%; Peg3 imprint: -6.5%; IkB signaling: 0.5%; p53ts 39C tox: -2.9%

What do the screens show for `CCCCNC(=O)c1cccc(-n2cnc3cccnc32)c1C`?
p53ts 32C kill: 7.8%; Peg3 imprint: -2.3%[10.9 µM]; IkB signaling: -1.0%; p53ts 39C tox: -7.8%

How did NC(=O)c1nc(-c2ccc(F)c(F)c2)nc2c1[nH]c(=O)n2-c1cccc(Cl)c1 do in these assays?
p53ts 32C kill: -1.9%; Peg3 imprint: 13.5%[10.9 µM]; IkB signaling: -1.3%; p53ts 39C tox: -10.6%

How did CCSc1nnc2c(n1)OC(c1ccc(OC)c(OC)c1)N(C(C)=O)c1ccccc1-2 (stereo unspecified) do in these assays?
p53ts 32C kill: 15.9%; Peg3 imprint: -10.8%[10.9 µM]; IkB signaling: -0.8%; p53ts 39C tox: -9.3%

Results for CCCCN(CC)CCNC(=O)C1CCN(S(=O)(=O)c2cccc3nsnc23)CC1 ?
p53ts 32C kill: 7.4%; Peg3 imprint: -12.8%[10.9 µM]; IkB signaling: -0.1%; p53ts 39C tox: -3.4%

How did Nc1nc(CN2CCc3ccccc3C2)nc(Nc2ccccc2)n1 do in these assays?
p53ts 32C kill: -1.7%; Peg3 imprint: -22.4%; IkB signaling: -1.0%; p53ts 39C tox: -0.6%

Results for COc1ccc2nc(COC(=O)c3ccco3)c(C(C)=O)[n+]([O-])c2c1 ?
p53ts 32C kill: 1.9%; Peg3 imprint: -3.8%; IkB signaling: 0.3%; p53ts 39C tox: 4.1%

Results for C=CCNC(=O)c1scc2c1CCCC2 ?
p53ts 32C kill: 0.2%; Peg3 imprint: -13.6%; IkB signaling: -0.7%; p53ts 39C tox: -5.7%

Results for CC(=O)c1cccc(NC(=O)CCc2c(C)nc3nc(CN)nn3c2C)c1 ?
p53ts 32C kill: 0.6%; Peg3 imprint: -6.9%[10.9 µM]; IkB signaling: 0.5%; p53ts 39C tox: 6.4%

What do the screens show for `O=C(CN1C(=O)C2C3C=CC(C3)C2C1=O)N1CC=C(c2ccccc2)CC1` (stereo unspecified)?
p53ts 32C kill: -4.7%; Peg3 imprint: -12.3%; IkB signaling: 1.6%; p53ts 39C tox: 0.2%

What do the screens show for `Cc1c(N(C)C(=O)c2ccco2)c(=O)n(-c2ccccc2)n1C`?
p53ts 32C kill: -6.2%; Peg3 imprint: -14.3%; IkB signaling: -0.5%; p53ts 39C tox: 6.3%

Results for COC(=O)c1c(NC(=O)c2nn(C)cc2Cl)sc2c1CCCC2 ?
p53ts 32C kill: -3.5%; p53ts 39C tox: -1.8%

What do the screens show for `CCOc1ccccc1-c1nc(-c2ccc(-c3ccccc3)nc2OCC)no1`?
p53ts 32C kill: 2.4%; Peg3 imprint: -11.9%[10.9 µM]; IkB signaling: inconclusive; p53ts 39C tox: 1.5%

How did N=c1cc(C2(O)CCCCC2)n2c(nc3ccccc32)s1 do in these assays?
p53ts 32C kill: 1µM*; Peg3 imprint: -51.2%[inhibitor]; IkB signaling: 0.3%; p53ts 39C tox: 1.26µM*

Results for COc1ccc(N(CC(=O)Nc2cc(C)ccc2C)S(=O)(=O)c2c(C)nn(C)c2C)cc1 ?
p53ts 32C kill: 2.3%; Peg3 imprint: -8.4%; IkB signaling: -0.3%; p53ts 39C tox: 15.9%

What do the screens show for `Cc1cc(C)cc(NC(=O)C2CCCN2S(=O)(=O)c2ccc3c(c2)C(C)(C)C(=O)N3C)c1` (stereo unspecified)?
p53ts 32C kill: 2.1%; Peg3 imprint: -12.6%[10.9 µM]; IkB signaling: 2.1%; p53ts 39C tox: 0.5%

How did COc1ccc(CNC(=O)c2cnn(-c3ccccc3)c2-n2cccc2)cc1OC do in these assays?
p53ts 32C kill: 5.7%; Peg3 imprint: 25.9%[10.9 µM]; IkB signaling: 1.8%; p53ts 39C tox: -11.6%

Of the compounds above, these have an NH in an aromatic ring.
How did CC(=O)c1c(C)[nH]c(C(=O)Nc2c(C)n(C)n(-c3ccccc3)c2=O)c1C do in these assays?
p53ts 32C kill: 6.0%; Peg3 imprint: -7.2%; IkB signaling: 0.9%; p53ts 39C tox: -1.8%

What do the screens show for `Cc1ccc2[nH]c(C)c(CN(C)C3CCN(C)CC3)c(=O)c2c1`?
p53ts 32C kill: -13.0%; Peg3 imprint: -3.8%; IkB signaling: -4.2%; p53ts 39C tox: -8.2%

How did NC(=O)c1nc(-c2ccc(F)c(F)c2)nc2c1[nH]c(=O)n2-c1cccc(Cl)c1 do in these assays?
p53ts 32C kill: -1.9%; Peg3 imprint: 13.5%[10.9 µM]; IkB signaling: -1.3%; p53ts 39C tox: -10.6%

(next part)
What do the screens show for `CC1=N[C@@](C)(COC(=O)[C@]2(C)N[C@](C)(CO)CO2)COC1=O`?
p53ts 32C kill: -1.6%[9.22 µM]; Peg3 imprint: -7.3%[10.9 µM]; IkB signaling: 1.4%[11.4 µM]; p53ts 39C tox: -0.7%[9.22 µM]

Results for CC1=C(C(=O)Nc2ccccc2)C(c2cccnc2)n2nc(-c3cccnc3)nc2N1 (stereo unspecified) ?
p53ts 32C kill: -5.6%; Peg3 imprint: -7.7%; IkB signaling: 1.6%; p53ts 39C tox: -7.5%

What do the screens show for `O=S(=O)(c1ccccc1)N1CCSC1c1ccco1` (stereo unspecified)?
p53ts 32C kill: 19.0%; Peg3 imprint: -9.7%; IkB signaling: 2.6%; p53ts 39C tox: 8.3%

What do the screens show for `Cc1ccc(OC(=O)CCC(=O)N2CCc3ccccc32)cc1`?
p53ts 32C kill: -9.5%; Peg3 imprint: -1.3%; IkB signaling: 2.7%; p53ts 39C tox: 7.0%

How did Cc1ccc2c(CC(=O)Nc3ccccc3C(F)(F)F)coc2c1C do in these assays?
p53ts 32C kill: -0.3%; Peg3 imprint: -3.1%[10.9 µM]; IkB signaling: inconclusive; p53ts 39C tox: 14.4%

What do the screens show for `CCc1ccc(S(=O)(=O)NCCc2csc3nc(-c4ccccc4)nn23)s1`?
p53ts 32C kill: 1.7%; Peg3 imprint: 5.1%[10.9 µM]; IkB signaling: inconclusive; p53ts 39C tox: -0.7%
